# MBD2 DNA inh: inhibitors of MBD2 binding to methylated DNA, primary screen, biochemical, TR-FRET, DNA-binding domain, human; Methyl-CpG-binding domain protein 2 (Homo sapiens), Q9UBB5; MBD2 binding to methylated oligonucleotide; 370,000 compounds, 0.31% hits; AID 686964, 2013; inhibition, % at 4.4 µM; in the data active means inhibition above about 13%
# ssDAF-12 act: S. stercoralis DAF-12 nuclear receptor activators, primary screen, cell-based, luminescence, HEK293, GRIP1 co-expression, lit1-tk-luc. AID 652126, 2013. activation, % at 6.8 µM. HEK293 ssDAF-12/GRIP1 lit1-tk-luc reporter; % of 3 µM dafachronic acid response. Nuclear hormone receptor DAF-12 (Strongyloides stercoralis). 370,000 compounds, 1% hits;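 active means activation above the mean over all tested compounds plus 3 SD, cut at about 0.9% in these data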;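 further: 0% = DMSO-only wells and 100% = 3 µM delta7-dafachronic acid wells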
# SMARCA2 activ: SMARCA2 (BRM) function activators, primary screen, cell-based, luminescence, high throughput | MG213 cells, MMTV-luciferase reporter, dexamethasone, overnight | activation, % at 9.1 µM | 370,000 compounds, 1% hits | AID 652017, 2013; in the data active means activation above about 7.8%;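 further: 0% = vehicle wells and 100% = reference activator wells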
# PLC-gamma1 inh: PLC-gamma1 enzyme inhibitors, primary screen, biochemical, fluorescence, purified enzyme | fluorogenic substrate | inhibition, % at 12.2 µM | 370,000 compounds, 0.84% hits; in the data active means inhibition above about 9.5%
# hcDAF-12 act: H. contortus DAF-12 nuclear receptor activators, primary screen, cell-based, luminescence, HEK293, lit1-tk-luc reporter | activation, % at 6.8 µM | HEK293 hcDAF-12 lit1-tk-luc reporter; 0% DMSO, 100% Δ7-dafachronic acid | 370,000 compounds, 1.4% hits;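 active means activation above the mean of all tested compounds plus 3 SD, cut at about 5.5% in these data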;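 further: 100% = response to 3 µM Δ7-dafachronic acid high control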
# hgDAF-12 ag: H. glycines DAF-12 receptor agonists, primary screen, cell-based, luminescence, HEK293, GAL4 fusion, UAS-luciferase; Nuclear hormone receptor DAF-12 (Heterodera glycines), GAL4 fusion; HEK293 GAL4-hgDAF12 UAS-luciferase reporter, agonist luminescence; normalized to butyrate control; activation, % at 6.8 µM; 370,000 compounds, 1.8% hits;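 active means activation above a cutoff set at the mean of all screened compounds plus 3 SD, cut at about 10% in these data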;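 further: 0% = DMSO wells and 100% = sodium butyrate wells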
# PLC-beta3 inh: human PLC-beta3 inhibitors, primary screen, biochemical, fluorescence. inhibition, % at 12.2 µM. 370,000 compounds, 0.18% hits. Purified PLC-beta3, fluorogenic substrate. 1-phosphatidylinositol 4,5-bisphosphate phosphodiesterase beta-3 (Homo sapiens), Q01970; in the data active means inhibition above about 11%;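 further: 0% = median of compound wells on plate and 100% = full blocker control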
# Rev-erbA mod: modulators of Rev-erb alpha DNA binding, primary screen, biochemical, FITC-DNA, fluorescence polarization, uHTS; Nuclear receptor subfamily 1 group D member 1 (Homo sapiens), P20393; Rev-erbα–FITC-DNA binding, 90 min; activity, % at 10 µM; 370,000 compounds, 0.79% hits; AID 1259318, 2017;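 active means activity above about 14%, limit read from the data; passing the limit was not always enough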;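 further: 0% = DMSO wells with 35 nM protein and 100% = DMSO wells with 750 nM protein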
# Target sequence (P20393 whole entry, looked up): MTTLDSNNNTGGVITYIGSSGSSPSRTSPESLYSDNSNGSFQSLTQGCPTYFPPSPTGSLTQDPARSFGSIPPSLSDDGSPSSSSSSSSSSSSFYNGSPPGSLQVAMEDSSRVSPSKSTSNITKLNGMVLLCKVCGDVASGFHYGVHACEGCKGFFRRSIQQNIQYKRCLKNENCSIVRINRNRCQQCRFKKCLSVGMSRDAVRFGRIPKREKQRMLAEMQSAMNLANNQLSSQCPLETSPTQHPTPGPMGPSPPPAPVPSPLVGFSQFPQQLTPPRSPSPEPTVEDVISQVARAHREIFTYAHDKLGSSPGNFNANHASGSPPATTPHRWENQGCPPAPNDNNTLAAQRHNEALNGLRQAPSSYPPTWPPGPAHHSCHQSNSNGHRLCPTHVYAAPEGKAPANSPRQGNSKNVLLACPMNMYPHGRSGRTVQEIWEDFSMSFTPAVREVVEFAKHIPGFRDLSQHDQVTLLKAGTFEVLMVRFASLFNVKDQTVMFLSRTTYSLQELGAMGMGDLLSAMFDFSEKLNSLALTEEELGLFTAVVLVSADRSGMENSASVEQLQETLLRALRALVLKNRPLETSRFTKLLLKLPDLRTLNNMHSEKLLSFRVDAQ
# ADAM17 inh: ADAM17 inhibitors, primary screen, biochemical, QFRET | recombinant ADAM17, EDANS/DABCYL FRET peptide cleavage | inhibition, % at 6.95 µM | 370,000 compounds, 0.83% hits;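 active means inhibition above the mean of compounds lying between control limits plus 3 SD, set per campaign, cut at about 8.5% in these data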;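 further: 0% = DMSO-only wells as the low control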
# DAX1 inh-1: DAX1 (NR0B1) inhibitors, primary screen, cell-based, HEK293, Gal4-DAX1, luciferase luminescence; inhibition, % at 6.75 µM; HEK293 Gal4-DAX1 luciferase reporter; Nuclear receptor subfamily 0 group B member 1 (Homo sapiens), P51843; AID 504766, 2011; 340,000 compounds, 0.99% hits;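 active means inhibition above the mean over all tested compounds plus 3 SD, cut at about 4.2% in these data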;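 further: 0% = DAX1-transfected cells with DMSO and 100% = empty-vector control cells with DMSO; inhibition shows as a rise in luminescence from relieved DAX1 repression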
# Target sequence (P51843 207-470 limits assumed): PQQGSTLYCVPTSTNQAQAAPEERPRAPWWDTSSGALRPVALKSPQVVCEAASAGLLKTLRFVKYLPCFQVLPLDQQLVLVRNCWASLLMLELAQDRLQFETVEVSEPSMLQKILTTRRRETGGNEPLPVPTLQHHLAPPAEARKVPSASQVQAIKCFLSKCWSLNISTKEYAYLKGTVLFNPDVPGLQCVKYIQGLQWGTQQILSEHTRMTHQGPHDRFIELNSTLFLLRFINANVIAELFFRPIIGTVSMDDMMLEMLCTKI
# DAX1 inh-2: DAX1 (NR0B1) inhibitors on StAR promoter, primary screen, cell-based, luminescence, SF-1 (NR5A1), full-length DAX-1 | HEK293T StAR-luciferase reporter, SF-1/DAX-1 repression relief | inhibition, % at 6.8 µM | 370,000 compounds, 1.1% hits | AID 652010, 2013;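 active means inhibition above the mean over all tested compounds plus 3 SD, cut at about 3.6% in these data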;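 further: 0% = DAX-1 cells with DMSO and 100% = cells lacking DAX-1 with DMSO; higher inhibition means more luminescence from relief of DAX-1 repression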
# * = called active by the depositor; · = no result given.
SMILES,MBD2 DNA inh,ssDAF-12 act,SMARCA2 activ,PLC-gamma1 inh,hcDAF-12 act,hgDAF-12 ag,PLC-beta3 inh,Rev-erbA mod,ADAM17 inh,DAX1 inh-1,DAX1 inh-2
CC(C)(CNC(=O)c1cc2ccccc2o1)N1CCOCC1,1,-1.4,-4,2,-1.1,-1.9,2,2,1,1.1,0.8
Cc1ccc(S(=O)(=O)CCC(=O)Nc2ccccc2N2CCCC2)cc1,0,-1.1,-4,2,-0.4,1.9,-9,-1,0,-0.4,1.5
Cc1c(C)n(C)c2ccc(C(=O)NCc3cccs3)cc12,0,-1.3,-1,-47,-0.1,0.2,-63,-6,-5,0.5,-1.6
CCN(CC)S(=O)(=O)c1cccc(NC(=O)COC(=O)c2cncc(Br)c2)c1,0,-0.9,0,-5,-1.2,-2.7,-7,2,2,0.3,-0.7
COc1cccc(-n2sc3c(c2=S)-c2cc(OC)ccc2NC3(C)C)c1,2,-1.3,-5,3,-2.3,-2.6,8,7,5,0.1,-0.7
CCc1ccc(OCc2nnc(SCC(=O)N3CCOCC3)o2)cc1,4,-0.9,0,3,-0.8,-1.3,-1,-4,-5,2.6,-0.4
CNC(=O)C(NC(=O)Nc1ccc(C)cc1)C(C)(C)C (stereo not drawn),-1,-1.3,-2,-2,1.0,-1.3,-4,4,-1,0.8,0.0
COc1ccc(F)cc1C(=O)C1CCCN(C(=O)c2cccc(N(C)C)c2)C1 (stereo not drawn),1,-1.5,-1,0,-0.4,-2.4,-3,2,2,-0.2,-0.6
COc1ccc(Cl)cc1NC(=O)CN(C)C(=O)c1ccc(OCc2ccccc2)c(OC)c1,-2,-1.0,-2,2,0.6,-0.3,-3,5,1,-1.9,2.4
CC(C)(C)OC(=O)N1Cc2ccccc2C[C@H]1C(=O)NCC(=O)NC1CCCCC1,1,-1.3,2,-1,-0.5,-0.1,-5,-4,-1,0.1,-1.8
C=CCn1c(SCC(=O)NC2CCCC2)nnc1-c1cccnc1,5,-1.5,3,2,-0.9,0.6,-3,-11,-2,1.7,0.2
COCCN1Cc2cccc(C(=O)Nc3ccc4c(c3)OCCO4)c2C1=O,-5,-2.8,-4,-3,-2.6,-8.6,-3,-1,-3,1.4,-2.5
Cc1cccc(NC(=O)CSc2nc3ccc(N4C(=O)c5ccccc5C4=O)cc3s2)c1C,0,-1.3,3,-3,-0.4,-0.3,-2,-4,-1,-0.2,0.1
O=C(NS(=O)(=O)N1CCOCC1)C1=C(N2CCCC2)COC1=O,-2,-0.5,1,3,1.0,2.2,2,-2,0,0.6,0.4
Cc1ccc2c(C)c(C(=O)N(Cc3ccc(F)cc3)C3CCS(=O)(=O)C3)oc2c1 (stereo not drawn),-5,-1.1,-2,3,-3.5,-1.8,-1,-9,-2,0.3,-0.3
Nc1nnc2c(n1)CCCC2,-3,-1.1,4,2,1.1,-1.0,0,2,-1,1.0,-1.0
CC(C)C(NC(=O)CCNC(=O)c1ccccc1Cl)c1nc2ccccc2[nH]1 (stereo not drawn),-1,-1.1,-2,-3,1.9,-2.2,-11,2,-1,-0.1,-2.3
Cc1cccc(/C=C2\Sc3ccc(C(=O)N4CCC(C(N)=O)CC4)cc3N(C)C2=O)c1,5,-1.2,-4,-46,-1.4,-1.9,-63,-6,0,-1.1,-0.6
CCN(CC)C(C(=O)Nc1ccc(C(C)C)cc1)c1ccc2c(c1)OCO2 (stereo not drawn),-6,-0.7,-3,0,0.6,-0.1,-2,2,0,0.0,-0.6
O=C(Nc1cccc(S(=O)(=O)NC2=NCCC2)c1)c1ccccc1OC(F)F,-6,-0.6,2,-3,0.3,-0.8,-2,1,1,0.2,-0.2
CCc1ccc(OCC(=O)NC(=S)Nc2cccc(CO)c2)c(Br)c1,1,0.5,2,0,2.5,7.3,0,3,-1,-1.4,2.4
CC(=O)N1c2ccc(S(=O)(=O)N3CCC(C(=O)Nc4cccc(C(F)(F)F)c4)CC3)cc2CC1C (stereo not drawn),2,-1.9,-2,7,-5.6,-5.7,-1,3,10*,-1.1,-0.8
COC(=O)C[C@@H]1CC[C@@H](NC(=O)C2CCC2)[C@@H](CO)O1,21*,-0.4,-5,5,-1.2,2.0,4,-5,-9,·,1.2
COCC(=O)N(CCc1ccc(OC)c(OC)c1)Cc1nc2ccccc2c(=O)[nH]1,0,-0.9,0,0,0.2,1.5,-2,-6,-6,2.0,-0.4
CCOC(=O)c1ccc(NC(=O)CSc2nnc(Cc3cccs3)n2C)cc1,-1,-0.9,3,3,-0.7,-0.5,2,-2,1,-0.5,-0.1
CCCOc1ccc(CN(CCO)CCO)cc1[N+](=O)[O-],-2,0.1,1,2,7.3*,1.9,2,-7,-2,0.9,0.7
CCOc1ccc(N(CC(=O)NC2CCCCC2)C(=O)CCC(=O)Nc2nc(C)cs2)cc1,1,-1.1,-2,-2,0.0,0.7,-3,7,-2,1.5,0.6
CC(C)c1ccc(NC(=O)C(c2ccc3c(c2)OCO3)N2CCC3(CC2)OCCO3)cc1 (stereo not drawn),-3,-0.4,-4,7,-1.0,-0.3,4,-1,7,-1.0,-0.5
CCOC(=O)c1sc(-c2cccc([N+](=O)[O-])c2)cc1N,3,-1.4,-2,2,0.3,1.6,-4,3,-3,-0.4,-0.2
Cc1ccccc1-n1nnnc1SCCCC(=O)c1ccc(F)cc1,-1,-1.7,-3,-1,-2.1,-1.7,-6,3,2,-0.9,-1.2
Cc1cccc(-n2c(=O)c3c4c(sc3n3c(=S)[nH]nc23)CCC4)c1,4,-1.0,-5,-3,-0.6,-3.0,0,-4,-5,·,-0.3
COc1ccc(OC)c(CCNC(=O)CCCC(=O)n2ncc3cc(C)ccc32)c1,-6,-0.8,-1,-2,1.3,-0.4,1,13,-1,0.3,0.9
O=C(CSc1cn(Cc2ccccc2)c2ccccc12)Nc1nccs1,0,1.1*,1,4,9.7*,24*,2,-7,8,2.4,8.9*
COc1ccc(/C=C(\NC(=O)c2ccccc2)C(=O)NCc2ccco2)cc1,2,-1.2,-3,1,0.1,-1.5,0,3,-2,2.6,-0.2
COc1cc(SC#N)ccc1N=Cc1c(C)[nH]n(-c2ccc(Cl)cc2)c1=O,-2,-0.6,-1,4,0.3,-1.4,-1,10,3,1.5,-0.4
Cc1nn(Cc2cccc(C(=O)N3CCCC(C)C3)c2)c(C)c1[N+](=O)[O-] (stereo not drawn),7,-2.0,-1,0,-1.5,-1.6,1,13,-9,0.3,-0.7
CCCc1nnc(NC(=O)CCC(=O)N2CCN(Cc3ccc(F)cc3)CC2)s1,-3,-1.0,-3,6,0.1,1.3,-3,-3,0,-0.4,0.4
O=C(NC1CCCC1)C(c1cccnc1)N(Cc1ccccc1F)C(=O)c1csnn1 (stereo not drawn),1,-0.6,-1,-1,1.4,0.8,-5,-1,-2,-0.3,0.5
CSc1ccc(S(=O)(=O)N(CC(=O)NN=C2CCN(C)CC2)c2ccc(C)cc2)cc1,-3,-2.1,2,-5,-1.4,0.3,-4,4,1,-1.6,-1.0
O=C(Nc1nc(-c2cc3ccccc3oc2=O)cs1)c1ccc(Br)o1,2,-0.8,2,-10,-0.1,0.2,-18,54*,-5,0.7,0.1
C=CCNC(=S)N/N=C/c1ccc(OCc2ccccc2Cl)cc1,3,-1.6,-3,10*,-0.1,0.0,-1,6,7,-0.5,-0.3
COc1ccc(CSC2=NCCN2)cc1Cl,-5,-1.4,-1,-1,-1.0,3.6,3,-3,-2,-0.8,-0.7
O=C(c1cccnc1)N1N=C2CCCCCC2C1(O)C(F)(F)F (stereo not drawn),6,-0.8,-4,1,-1.2,-1.4,-1,-5,-10,-0.2,-0.2
Cc1cc(C(=O)N2CCCc3ccccc32)ccc1[N+](=O)[O-],-2,-1.0,0,2,1.3,1.7,-5,7,0,0.4,0.1
Cc1cccc(NC(=O)c2cnn(C)c2)c1C,1,-1.5,0,1,5.4,-2.7,5,6,-3,0.2,-0.2
CCOc1cc2[nH]c(=S)n(Cc3ccc(C(=O)NCCCN(CC)CC)cc3)c(=O)c2cc1OCC,7,-0.9,-2,-4,2.6,1.3,-7,3,3,0.2,-0.4
COCCN(C(=O)/C=C/c1cccc([N+](=O)[O-])c1)c1c(N)n(Cc2ccccc2)c(=O)[nH]c1=O,-3,-0.5,5,0,-1.2,-3.4,0,1,-1,0.9,-0.1
CCc1ccc(OCC(=O)NNC(=O)c2cc(S(=O)(=O)N3CCOCC3)ccc2N2CCCC2)cc1,-2,-1.5,-1,2,-1.1,-2.1,-6,7,-4,1.6,-0.1
Cc1cccc(-c2onc3ccc(C(=O)/C=C/N(C)C)cc23)c1,4,0.4,3,-35,2.8,9.3,-61,0,1,0.8,1.7
NC(=S)Cc1nc(-c2ccc(Cl)cc2)cs1,2,-0.2,0,-4,1.4,-0.7,-5,-2,1,2.7,0.2
# The listing continues:
SMILES,MBD2 DNA inh,ssDAF-12 act,SMARCA2 activ,PLC-gamma1 inh,hcDAF-12 act,hgDAF-12 ag,PLC-beta3 inh,Rev-erbA mod,ADAM17 inh,DAX1 inh-1,DAX1 inh-2
O=C(N/N=C/c1cccnc1)c1ccc(NC(=O)c2ccc(F)cc2)cc1,10,-1.0,-2,4,-0.6,3.3,-17,2,-3,-1.6,-0.3
Cc1nn(-c2ccccc2)c(Cl)c1/C=N/NC(=O)c1ccco1,-5,-1.2,1,6,1.2,12*,7,0,3,2.0,1.9
CSc1nc2ncc3c(n2n1)CC1c2ccccc2CCN1C3=O (stereo not drawn),7,-1.1,1,-63,-0.2,-1.9,-73,-3,-171,-0.3,-0.7
O=C(Nc1ccc(N2CCCC2)c(Cl)c1)c1ccc([N+](=O)[O-])o1,-2,-1.4,6,2,0.4,-1.2,-3,-13,-4,-0.8,-2.3
Cc1nnc(SCC(=O)N/N=C/c2cn(-c3ccccc3)nc2-c2ccccc2)n1-c1ccccc1,3,-1.2,0,-1,-1.6,1.2,1,-1,-1,-0.8,-1.1
COc1ccc(Cl)cc1NC(=O)CNc1ccccc1F,5,-0.4,-4,5,2.3,-3.4,-1,5,1,-1.3,-0.7

# Bioassay records (PubChem)
